# Assay outcomes from PubChem BioAssay.
# GAA inh = alpha-glucosidase (human) inhibition | purified human GAA, 4-MU-alpha-glucoside fluorescence | Potency, µM (series often up to 76.9 µM), for inactives: at the highest dose activity change, negative = inhibition, most hits filed as inhibitors | AID 1466 | 200,000 compounds, 0.005% hits;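 further: plate controls were uninhibited enzyme wells for no effect and no-enzyme background for full effect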
#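 Enzyme (4 nM final) mixed with compound (up to 77 uM), then 4-MU-alpha-D-pyranoside (400 uM final) added; 20 min at room temperature, pH 5.0. Reaction stopped at pH 10, fluorescence read, AC50 derived by Hill fit.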
# L3MBTL1 block = blocks human L3MBTL1 | 230,000 compounds, 0.66% hits | AID 485360 | Q9Y468 | AlphaScreen L3MBTL1–H3K9me1 peptide binding | Potency, µM (doses to about 57.1 µM), without a hit: top-dose activity, negative = inhibition, usual class: inhibitors; further: nearly all actives have a fitted effect of over 60% in size
#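 L3MBTL1 50 nM + b-AHA-H3(1-15)K9me1 75 nM, 30 min RT; compound added, 30 min RT; streptavidin donor/Ni-chelate acceptor beads 10 ug/mL each final, 30 min RT dark; AlphaScreen read.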
# RECQ1 helicase = RECQ1 (human) helicase inhibition; RECQ1 DNA unwinding, red fluorescence kinetic read; 240,000 compounds, 0.54% hits; P46063; Potency, µM (highest dose often 57.3 µM), without a hit: at the top dose activity, negative = inhibition, usual class: inhibitors;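 further: plate controls were vehicle for no effect and no enzyme for full effect; nearly all actives have a fitted effect of over 30% in size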
#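 RECQ1T1 50 nM; forked duplex (20 bp + 30-nt ss tails) 200 nM, ATP 2 mM final; pH 8.0, 2 mM MgCl2, 2.5 ug/ml poly(dI-dC); 15 min compound preincubation; discontinuous kinetic read over 2 h at RT.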
# TR SRC2 fluor cs = counter-screen for TRb-SRC2 inhibitors: fluorescence interference. TRb/SRC2 Texas Red total fluorescence interference. Potency, µM (highest dose often 106 µM), without a hit: top-dose fluorescence change, negative = quenching. 280,000 compounds, 0.29% hits. AID 1479; active means well fitted curve in either direction with a large enough effect; inconclusive means small, poorly fitted or top-dose-only effect
#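 Human TRβ ligand-binding domain (0.6 uM) and Texas Red SRC2 peptide (20 nM) in Tris buffer with 1 uM T3 and 5% DMSO were incubated with pinned compound for 5 hr at ambient temperature. Total fluorescence was computed as S + 2P (555/632 nm).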
# TRb-SRC2 inh = inhibitors of human thyroid hormone receptor beta-SRC2 interaction. Potency, µM (doses to about 106 µM), for inactives: top-dose activity change, negative = inhibition, hits mostly inhibitors. P10828. AID 1469. TRbeta-SRC2 peptide binding, fluorescence polarization; receptor liganded with 1 µM T3. 280,000 compounds, 0.065% hits;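 further: plate controls were bound peptide for no effect and peptide without receptor for full effect; nearly all actives have a fitted effect of over 50% in size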
# Target sequence (P10828 whole entry, looked up): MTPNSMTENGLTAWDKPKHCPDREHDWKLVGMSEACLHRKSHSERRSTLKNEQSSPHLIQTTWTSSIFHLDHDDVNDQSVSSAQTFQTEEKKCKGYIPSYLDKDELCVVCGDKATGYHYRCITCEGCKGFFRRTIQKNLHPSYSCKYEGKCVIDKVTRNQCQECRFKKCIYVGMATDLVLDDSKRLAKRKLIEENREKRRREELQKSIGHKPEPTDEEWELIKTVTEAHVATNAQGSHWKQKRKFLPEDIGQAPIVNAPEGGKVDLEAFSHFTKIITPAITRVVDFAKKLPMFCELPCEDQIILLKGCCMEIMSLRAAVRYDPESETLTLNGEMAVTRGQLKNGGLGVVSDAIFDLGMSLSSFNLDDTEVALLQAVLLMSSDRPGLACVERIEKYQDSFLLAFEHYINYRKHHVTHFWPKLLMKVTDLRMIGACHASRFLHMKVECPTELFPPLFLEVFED
#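 Quantitative HTS by FP: 0.6 uM TRb LBD, 20 nM labeled SRC2 20-mer, 1 uM T3, 5% DMSO; 5 hr ambient incubation; % activity per concentration and potencies from concentration series.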
# GAA glycogen = inhibitors or activators of human alpha-glucosidase glycogen cleavage | recombinant GAA, glycogen substrate, Amplex Red glucose oxidase fluorescence | Potency, µM (titrated, usually from 76.4 µM), without a hit: top-dose activity change, negative = inhibition, most hits filed as inhibitors | 300,000 compounds, 0.38% hits;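 further: 0% = full enzyme reaction and -100% = no-enzyme basal signal; the screen sought inhibitors and activators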
#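 Recombinant human enzyme (4 nM); glycogen substrate; 37 C, 40 min, pH 5.0. Readout: coupled glucose oxidase/Amplex Red fluorescence.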
# RGS12 GoLoco inh = RGS12 GoLoco-Gai1 interaction inhibition; Potency, µM (top dose mostly 61.6 µM), without a hit: top-dose activity, negative = inhibition, most hits filed as inhibitors; Gai1:RGS12 GoLoco peptide FP, rhodamine, 10 min; P63096; 230,000 compounds, 0.44% hits; active means well fitted inhibition curve with a large enough effect, not every such curve was filed as active; inactive means no such curve, though single readings can be large or run the other way; further: nearly all actives have a fitted effect of over 30% in size; many of its hits are not listed in these tables
# Target sequence (P63096 whole entry, looked up): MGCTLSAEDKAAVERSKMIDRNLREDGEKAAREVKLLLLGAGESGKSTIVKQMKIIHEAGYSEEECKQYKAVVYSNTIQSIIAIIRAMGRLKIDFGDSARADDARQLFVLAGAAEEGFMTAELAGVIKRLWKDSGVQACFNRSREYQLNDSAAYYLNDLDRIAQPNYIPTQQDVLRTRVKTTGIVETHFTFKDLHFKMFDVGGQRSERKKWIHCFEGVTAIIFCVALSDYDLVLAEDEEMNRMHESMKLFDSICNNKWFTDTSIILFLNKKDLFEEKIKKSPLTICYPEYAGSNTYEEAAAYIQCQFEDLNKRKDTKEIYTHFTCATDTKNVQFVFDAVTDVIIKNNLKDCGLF
# aGlu spleen mod = lysosomal alpha-glucosidase (human) modulation; 240,000 compounds, 0.006% hits; AID 2112; P10253; Potency, µM (top dose mostly 79.9 µM), for the others: top-dose activity change, negative = inhibition, usual class: inhibitors; human spleen homogenate, 4-MU-alpha-glucoside fluorescence;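 further: 0% = enzyme with vehicle and -100% = no enzyme basal signal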
#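 Human spleen homogenate (1 ug) with 4-methylumbelliferyl-alpha-D-glucopyranoside (1 mM final) in 50 mM citrate/phosphate pH 5.0, 0.01% Tween-20; 40 min at 37 C. Stopped at pH 10; 4-MU fluorescence Ex 365/Em 440 nm; AC50 by Hill fit.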
# Numbers without * were called inactive; i = inactive; ? = inconclusive; / = not tested or not shown; & = joins results of further samples; [ ] = dose if it differs, or a comment. Unless noted, the call rests on the fitted dose curve; in most records, active means well fitted curve in the direction sought with a large enough effect; inconclusive means small, poorly fitted or top-dose-only effect, or another doubt; inactive means no such curve, though single readings can be large; an effect the other way counts as inactive or inconclusive. Unless noted, on the % scale 0 is the no-effect control and ±100 the full control effect; potency means the concentration at half of the fitted maximal effect. An excerpt; the hit share may differ from the screen's.
compound	GAA inh	L3MBTL1 block	RECQ1 helicase	TR SRC2 fluor cs	TRb-SRC2 inh	GAA glycogen	RGS12 GoLoco inh	aGlu spleen mod
N#Cc1c(=O)c2nc(NCc3ccccc3)ncc2n2ccccc12	-2%	/	i	0%	2%	1%	7%	5%
COc1ccc(C)cc1NC(=O)C1CC(=O)N(CCc2ccccc2)C1 (centres undefined)	3%	/	-4%	-8%	-9%	8%	5%	-8%
COC(=O)c1ccc(N)cc1O	?	/	-11%	-1%	-1%	8%	4%	3%
Cc1ccccc1-c1ccc(=O)n(CC(=O)Nc2ccc(N3CCOCC3)cc2)n1	1%	-1%	-4%	-7%	-2%	0%	-4%	-4%
NC(=O)NCCCC(NC(=O)c1ccc(C#CC2(O)CCCCC2)cc1)C(=O)O (centres undefined)	11%	-1%	19%	-1%	0%	11%	3%	-2%
Cc1cc(C)nc(NC(=O)Cc2ccc(Br)cc2)n1	-11%	6%	i	-3%	2%	-12%	-13%	2%
CC(=O)Nc1nc(C)nc(C)c1C(C)=O	4%	4%	3%	-4%	2%	1%	-3%	1%
O=c1[nH]c(CN2CCOCC2)nc2ccccc12	3%	10%	-5%	1%	1%	0%	8%	4%
COc1cc(NC(=O)c2cccnc2Sc2ccc(Cl)cc2)cc(OC)c1OC	0%	-3%	-4%	-1%	4%	3%	3%	-5%
COc1ccc(C(=O)COc2ccc(F)cc2)c(O)c1C	/	0%	i	1%	-2%	-6%	-9%	-1%
Cc1nn(-c2ccccc2)c(N)c1N=Nc1cccnc1	-4%	-15%	-3%	-5%	-5%	-14%	5%	7%
O=C(COC(=O)CCc1nc2ccccc2c(=O)[nH]1)Nc1ccc2c(c1)OCO2	1%[15.4 µM]	-10%	-3%	-1%	0%	6%	17%	-4%
Nc1ncc2c(n1)-c1ccccc1CC2	14%	/	i	-1%	2%	7%	2%	2%
COc1cc(CC(NC(C)=O)C(=O)NC2CCN(c3nc(C)cc(C)c3C#N)CC2)cc(OC)c1 (centres undefined)	4%	1%	-7%	0%	-13%	-1%	4%	-7%
CC1CN(C(=O)C(C)N2CCN(c3cccc(Cl)c3)CC2)CC(C)O1 (centres undefined)	10%	5%	i	-2%	-1%	11%	8%	2%
COC(=O)c1sccc1NC(=S)N1CCN(c2cc(C)ccc2C)CC1	-13%	5%	-6%	-1%	-1%	-18%	8%	-4%
CC(C)N(c1ccccc1)c1ccc(NC(=O)C2CCCO2)cc1 (centres undefined)	-7%	-2%	-6%	-3%	-5%	-6%	5%	1%
COc1ccc(OC)c(S(=O)(=O)N2CCC(C(=O)Nc3ccc(C)c(C)c3)CC2)c1	0%	3%	i	-5%	2%	0%	17%	-8%
Cc1ccccc1/C=C/c1cc[n+](C)cc1	-2%	/	-8%	0%	-7%	7%	22µM*	-9%
Cc1cc(NC(=O)COC(=O)c2cccc(O)c2)no1	1%	?	-2%	-2%	6%	8%	-10%	-2%
CCOC(=O)c1c(NC(=O)C2=C(C)NC(=S)NC2c2ccc(C)cc2)sc(C)c1C (centres undefined)	0%	-2%	1%	9%	-7%	-3%	16%	-5%
O=C(NCC1CCCO1)C1CCC(=O)N1Cc1ccccc1Cl (centres undefined)	2%	-3%	i	2%	-19%	1%	-14%	3%
COCCn1c(Cc2cccn2C)nnc1SCC(=O)NCc1ccc2c(c1)OCO2	-1%	/	i	-1%	-3%	2%	2%	4%
CC(=O)NCC(=O)OCC(=O)c1ccc(C)c(C)c1	-2%	/	i	2%	4%	2%	-10%	-4%

# Rewritten with two lines to a compound: 2 of the compounds above.
# Sequence of screens – GAA inh | L3MBTL1 block | RECQ1 helicase | TR SRC2 fluor cs | TRb-SRC2 inh | GAA glycogen | RGS12 GoLoco inh | aGlu spleen mod
> Cc1cc(NC(=O)COC(=O)c2cccc(O)c2)no1
    1% | ? | -2% | -2% | 6% | 8% | -10% | -2%
> COc1cc(CC(NC(C)=O)C(=O)NC2CCN(c3nc(C)cc(C)c3C#N)CC2)cc(OC)c1 (centres undefined)
    4% | 1% | -7% | 0% | -13% | -1% | 4% | -7%

# (list continues)
compound	GAA inh	L3MBTL1 block	RECQ1 helicase	TR SRC2 fluor cs	TRb-SRC2 inh	GAA glycogen	RGS12 GoLoco inh	aGlu spleen mod
CN(C)S(=O)(=O)c1ccc(Cl)c(NC(=O)COC(=O)/C=C/c2cnc3ccccc3n2)c1	-4%[15.4 µM]	-6%	-7%	0%	11%	1%	9%	3%
CCO/C=C1/C(=O)N(CC)c2ccccc21	-8%	0%	-7%	0%	3%	6%	/	3%
O=C1c2cccc3c(N4CCCCC4)ccc(c23)C(=O)N1c1ccccn1	-2%	3%	-10%	3%	-3%	4%	-7%	0%
CCCc1cc(C(=O)Nc2cc(Br)ccc2O)no1	-13%	-3%	-4%	-3%	-5%	-2%	0%	2%
COc1cc(OC)c(-c2nc3ccccc3s2)cc1OC	?	-3%	-18%	-3%	2%	4%	7%	19%
COc1ccccc1CN1CCNC(=O)C1CC(=O)NCCc1cnccn1 (centres undefined)	-6%	6%	-1%	-7%	-9%	-9%	-26%	3%
CCOc1ccccc1N1CCN(C(=O)c2c(C)noc2C)CC1	-1%	4%	-4%	-4%	-4%	3%	8%	-3%
COc1ccc(-c2nc3n(c(=O)c2C#N)CCS3)cc1	-5%	-8%	-6%	0%	2%	11%	13%	4%
COC(=O)Sc1nc(N2CCOCC2)c2c(c1C#N)CC(C)(C)OC2	-2%	-6%	i	1%	-16%	-25%	/	-4%
CN1C(=O)SC(Nc2cccc3ccccc23)C1=O (centres undefined)	-9%	-8%	-9%	1%	1%	?	-4%	5%
CCOC(=O)c1c(-c2ccc(C)o2)csc1NC(=O)CN(C)CC(=O)Nc1ccc(C)cc1	-4%	/	-6%	2%	-10%	0%	-8%	-10%
Cn1c(=O)c2cn(-c3ccccc3)cc2n(C)c1=O	-10%	-7%	9%	-2%	-6%	8%	-17%	5%
Cc1nc2c(C(=O)NCCc3ccccc3Cl)c[nH]n2c(=O)c1Cl	?	-5%	0%	-4%	-6%	1%	-5%	0%
COc1ccc(NC(=O)C2CCCN2C(=O)Nc2cccc(F)c2)cc1 (centres undefined)	-8%	9%	-2%	2%	3%	17%	-6%	-4%
COc1cccc(OC)c1CN(C)C(=O)c1cnccc1C(F)(F)F	-2%[15.4 µM]	11%	1%	-1%	-7%	-5%	1%	0%
CCOc1ccc(NC(=S)NC(=O)/C=C/c2ccc(OC)c(OC)c2)c([N+](=O)[O-])c1	2%	-2%	-1%	1%	4%	4%	2%	-4%
CCOC(=O)N1CCN(CC(O)COC(CC)c2ccccc2)CC1 (centres undefined)	-8%	6%	i	4%	1%	8%	/	0%
CCN(C(=O)c1cc(S(=O)(=O)N2CCCCC2)c[nH]1)c1ccc(OC)cc1	/	3%	/	-3%	-4%	16%&22%[76.3 µM]	/	/
Cc1ccc(S(=O)(=O)Nc2cc(C(=O)NCCN3CCCC3)ccc2N2CCCCC2)cc1	0%	-6%	-8%	1%	-5%	-28%	12%	-9%
Cc1cc(N/C(=N/S(=O)(=O)c2cc(F)ccc2F)c2ccccc2)n(-c2ccccc2)n1	?	-19%	-10%	1%	-2%	-3%	-1%	-15%
COc1ccccc1N1CSC2=C(C#N)C(c3ccc(SC)cc3)CC(=O)N2C1 (centres undefined)	-6%[15.4 µM]	22µM*	?	-6%	4%	3%	-32%	-3%
S=C(N/N=C/c1ccccc1Cl)Nc1cccc(Cl)c1Cl	/	-8%	-3%	-5%	-5%	-3%	-2%	4%
C=CCNC(=O)c1ccc2c(c1)nnn2C	0%	3%	4%	-2%	5%	3%	-6%	2%
COc1cccc(NC(=O)CSc2nnc(-c3cccc(OC(C)C)c3)n2N)c1	2%	-4%	-2%	-1%	-9%	3%	/	2%
CCCCC(=O)Nc1ccc(C(=O)NCCc2ccccc2)cc1	2%	-1%	-3%	-4%	-1%	9%	8%	0%
Cc1ccccc1C(=O)Nc1nnc(CC(=O)N/N=C/c2cn(Cc3ccccc3)c3ccccc23)s1	/	/	-3%	-1%	-9%	-8%	23%	-9%
Cc1ccc(CNC(=O)CN2C(=O)C3(OCCCO3)c3ccccc32)cc1	-2%	-5%	-5%	0%	4%	2%	6%	5%
O=C(CO/N=C/c1ccccc1)Nc1c(F)c(F)c(F)c(F)c1F	-2%	13%	-8%	1%	2%	-1%	7%	8%
O=C(c1cc2ccccc2oc1=O)N(Cc1ccccc1)CC1CCCO1 (centres undefined)	-4%	-1%	5%	-1%	-3%	8%	-2%	1%
Cn1cc2cc(NC(N)=S)ccc2n1	-4%	19%	6%	-4%	3%	-12%	5%	/
Nc1nc(CN2CCN(c3ccccc3)CC2)nc(N2CCCc3ccccc32)n1	-3%	-26%	2%	1%	-5%	-2%	-1%	0%
CCCCCCCCCCCCCC/C(C(=O)O)=C(\C)C(=O)O	/	/	i	?	-8%	/	/	-3%
O=c1oc(-c2ccc(C(F)(F)F)cc2)nn1Cc1cc(Cl)ccc1O	/	/	-13%	-1%	13%	/	/	2%
CC(=O)c1c(C)[nH]c(C(=O)CSc2nc3ccccc3n2C)c1C	-30%	8%	-13%	2%	2%	2%	/	3%
S=C(NNc1ccnc2cc(Cl)ccc12)Nc1ccccc1Cl	?	-15%	12%	-10%	-6%	1%	-6%	-1%
CCN(CC)CCCn1c(C)cc2c(c1=O)C(c1ccccc1)C(C#N)=C(N)O2 (centres undefined)	-11%	12%	i	-1%	-2%	2%	10%	10%

# Limited to RGS12 GoLoco inh, GAA glycogen and L3MBTL1 block (four entries from above):
Compound | RGS12 GoLoco inh | GAA glycogen | L3MBTL1 block
Cn1c(=O)c2cn(-c3ccccc3)cc2n(C)c1=O | -17% | 8% | -7%
Cc1nc2c(C(=O)NCCc3ccccc3Cl)c[nH]n2c(=O)c1Cl | -5% | 1% | -5%
COc1ccc(NC(=O)C2CCCN2C(=O)Nc2cccc(F)c2)cc1 (centres undefined) | -6% | 17% | 9%
COc1cccc(OC)c1CN(C)C(=O)c1cnccc1C(F)(F)F | 1% | -5% | 11%
